From PubChem BioAssay
M4 PAM: human M4 muscarinic receptor positive allosteric modulators, primary screen, CHO-K1 cells, Fluo-8 calcium fluorescence; activation, % at 3 µM; 0.4% of 360,000 active; CHO-K1 hM4/Gqi5, ACh EC20; 0% = ACh EC20, 100% = maximal ACh;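 active = activation above its plate's cutoff, the mean activation of sample wells plus 3 SD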; note: some results filed as inactive read as strong as hits
Target sequence (P08173 whole entry, looked up): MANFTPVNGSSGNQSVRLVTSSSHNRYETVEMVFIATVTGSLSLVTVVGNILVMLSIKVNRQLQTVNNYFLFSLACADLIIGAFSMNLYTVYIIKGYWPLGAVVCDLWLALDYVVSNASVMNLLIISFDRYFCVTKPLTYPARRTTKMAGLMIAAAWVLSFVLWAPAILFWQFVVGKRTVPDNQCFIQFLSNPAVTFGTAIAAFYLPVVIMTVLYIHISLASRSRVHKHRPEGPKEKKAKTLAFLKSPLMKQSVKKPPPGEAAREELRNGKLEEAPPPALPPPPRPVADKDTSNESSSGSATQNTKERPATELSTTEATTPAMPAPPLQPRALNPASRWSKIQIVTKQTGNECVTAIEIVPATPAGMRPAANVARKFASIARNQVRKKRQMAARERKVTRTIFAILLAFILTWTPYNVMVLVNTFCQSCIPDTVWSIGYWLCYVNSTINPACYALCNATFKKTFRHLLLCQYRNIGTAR
GalR3 antagonist: GalR3 antagonists in HEK293 cells, primary screen, cell-based, fluorescence readout; HEK293 GalR3-CNG cAMP membrane potential fluorescence; galR3 body fused to GalR1 C-terminus; 0.44% of 360,000 active; AID 651719, 2012; inhibition, % at 3 µM; Galanin receptor type 3 (Homo sapiens), O60755;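 active = inhibition above the screen-wide average plus 3 SD, cut at about 13% in these data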;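 note: forskolin and galanin both at EC90 stimulate the cells; cAMP rise reported by CNG channel membrane potential dye signal; 0% = forskolin plus galanin with DMSO and 100% = forskolin alone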
Target sequence (O60755 1-299 limits assumed): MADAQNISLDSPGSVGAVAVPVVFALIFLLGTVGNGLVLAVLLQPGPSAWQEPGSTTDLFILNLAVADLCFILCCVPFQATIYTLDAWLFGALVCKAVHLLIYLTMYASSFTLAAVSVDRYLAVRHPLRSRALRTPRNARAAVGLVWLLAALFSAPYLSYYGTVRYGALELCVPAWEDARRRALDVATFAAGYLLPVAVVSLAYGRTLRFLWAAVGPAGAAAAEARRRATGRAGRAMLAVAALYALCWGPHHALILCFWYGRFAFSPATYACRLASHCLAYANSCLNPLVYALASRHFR
Starred values were filed as active, the others as inactive. This is a subset, so the mix of outcomes need not match the whole.

CC1(C(=O)NS(=O)(=O)Cc2ccccc2)CCN1C(=O)Cc1ccc(-c2ccccc2)cc1 (stereo unspecified) was read as M4 PAM 3 and GalR3 antagonist -5.
`Cn1c(Nc2ccc(Cl)cc2F)nc2cc(-c3ccccc3)sc2c1=O` gave M4 PAM -3 and GalR3 antagonist -3.
For Cc1cccc(C)c1N1C(=O)c2ccccc2NC(=O)C1C(=O)NCc1ccco1 (stereo unspecified) the results were M4 PAM 8 and GalR3 antagonist -5.
For CCc1ccc2c(c1)NC(=O)C2(C)Cc1ccc(C(F)(F)F)o1 (stereo unspecified) the results were M4 PAM 6 and GalR3 antagonist -8.
Screening Nc1ccn([C@@H]2O[C@H](C(=O)N3CCN(Cc4ccccn4)CC3)[C@@H](O)[C@H]2O)c(=O)n1 returned M4 PAM 0 and GalR3 antagonist -5.
Screening C[C@@H]1CN([C@H](C)CO)C(=O)CCCn2cc(nn2)CO[C@H]1CN(C)C(=O)C1CCCCC1 returned M4 PAM 11 and GalR3 antagonist -4.
`CC(C)c1c(C(=O)Nc2ccccc2)c(-c2ccccc2)c(-c2ccc(F)cc2)n1CC[C@@H](O)C[C@@H](O)CC(=O)O` gave M4 PAM 2 and GalR3 antagonist 1.
`CC(=O)Nc1ccc(NCCc2cccs2)cc1` gave M4 PAM -4 and GalR3 antagonist -5.
For COc1ccc(NC(=O)c2sc(=O)n(Cc3ccc4ccccc4c3)c2C)cc1OC the results were M4 PAM -1 and GalR3 antagonist -5.
For O=CNc1cc(-c2cccc(F)c2)cn2c(-c3ccc(F)c(Cl)c3)cnc12 the results were M4 PAM 2 and GalR3 antagonist 2.
`CC(N)c1csc(Nc2ccc(C(=O)NCCCO)cn2)n1` (stereo unspecified) gave M4 PAM 3 and GalR3 antagonist -8.
Screening C=CCOc1ccc(Cl)cc1-c1noc(-c2csc([C@H]3C[C@H](O)[C@@H](CO)O3)n2)n1 returned M4 PAM -8 and GalR3 antagonist -4.
`COc1ccc(OC)c(NC(=O)Nc2nc(C(N)C(C)C)cs2)c1` (stereo unspecified) gave M4 PAM -5 and GalR3 antagonist -8.
For CN(C)CCCNc1nc2cc(-c3cnn(C)c3)sc2c(=O)n1C the results were M4 PAM 3 and GalR3 antagonist -1.
`CC(C)(C)C(c1nc2ccccc2[nH]1)n1c(-c2ccco2)nc2ccccc21` (stereo unspecified) gave M4 PAM 5 and GalR3 antagonist -4.
For COc1ccc(C(O)c2ncc(-c3cccc4ccccc34)[nH]2)cc1F (stereo unspecified) the results were M4 PAM 1 and GalR3 antagonist -5.
CC1(C(=O)NS(=O)(=O)C2CC2)CCN(C(=O)c2ccc3ccccc3n2)C1 (stereo unspecified) was read as M4 PAM 4 and GalR3 antagonist -7.
`CC[C@H](C)/C=C(C)/C=C/c1cc2c(cn1)C(=O)[C@@](C)(OC(C)=O)C(O)=C2Cl` gave M4 PAM 1 and GalR3 antagonist -5.
Screening CC(C)C[C@H]1CN(CCCC[C@@H]2CNC(=O)C(=O)N2CCc2ccccc2)C(=O)C(=O)N1Cc1ccccc1 returned M4 PAM 2 and GalR3 antagonist -5.
For COc1ccc(NC(=O)c2cc(C3CCCCN3C(=O)OCCF)on2)c(C)c1 (stereo unspecified) the results were M4 PAM 0 and GalR3 antagonist -8.
`CCc1c(-c2cccc(OC)c2)ncn1Cc1cccc(-c2ccccc2)c1` gave M4 PAM -14 and GalR3 antagonist -6.
Screening COc1ccc(C(c2nnnn2-c2c(C)cccc2C)N2CCN(C/C=C/c3ccccc3)CC2)cc1 (stereo unspecified) returned M4 PAM -7 and GalR3 antagonist -6.
Screening COc1cccc(-c2ccc(CN3C(C(C)C)C(=O)N(Cc4cn(CCC5OCCO5)nn4)CCS3(=O)=O)cc2)c1OC (stereo unspecified) returned M4 PAM -10 and GalR3 antagonist -1.
CCN(C)C1CN(Cc2cn(Cc3ccc(C)cc3)nn2)S(=O)(=O)C1 (stereo unspecified) was read as M4 PAM -2 and GalR3 antagonist -6.
CCc1nc2c(OCC(=O)N3CCOCC3)cccn2c1N(C=O)Cc1ccccc1 was read as M4 PAM 5 and GalR3 antagonist -7.
Screening CC(=O)Nc1ccc(-c2ccnc3c2CC(C)(C(=O)NC(C)C)O3)cc1 (stereo unspecified) returned M4 PAM 0 and GalR3 antagonist 5.
`O=C(Nc1ccc(F)c(Cl)c1)c1cc(C2CCCN(C(=O)c3cccs3)C2)on1` (stereo unspecified) gave M4 PAM -11 and GalR3 antagonist -7.
`CC1(C(=O)N2Cc3ccccc3C2)CCN1C(=O)C1(c2ccc(Cl)cc2)CC1` (stereo unspecified) gave M4 PAM -1 and GalR3 antagonist -1.
Screening COc1ccc(OC)c(NC(=O)c2cc(-c3cc(F)ccc3OCC3CCCO3)n[nH]2)c1 (stereo unspecified) returned M4 PAM -11 and GalR3 antagonist -5.
Cc1ccc(F)cc1C(=O)N1CCC1(C)C(=O)O (stereo unspecified) was read as M4 PAM 4 and GalR3 antagonist -5.
`COc1ccc(-c2nc3ccc(Br)cn3c2Cc2ccc(C)cc2)cc1OC` gave M4 PAM 7 and GalR3 antagonist -5.
For CCOC1CCCc2oc(-c3ccc(OC)cc3)c(C#CCCO)c21 (stereo unspecified) the results were M4 PAM 4 and GalR3 antagonist -8.
Screening COc1cccc(-c2cccc3c2NC(=O)C3(C)Cc2ccccc2F)c1 (stereo unspecified) returned M4 PAM 3 and GalR3 antagonist -2.
For COC(=O)c1ccc(Cn2c(C)c(C(=O)NCc3ccc(C#N)cc3)sc2=O)o1 the results were M4 PAM 1 and GalR3 antagonist 1.
Cc1cc2nc(C(C)(C)C)c(CC3CCCCC3)n2c(C)c1Br was read as M4 PAM -2 and GalR3 antagonist -5.
For CC1(Cc2cc(Cl)ccc2C(F)(F)F)C(=O)Nc2cc(C(F)(F)F)ccc21 (stereo unspecified) the results were M4 PAM 2 and GalR3 antagonist -5.
COc1cccc(C(=O)C(=O)N2CCN(C(=O)OCc3ccccc3)CC2)c1 was read as M4 PAM -1 and GalR3 antagonist -1.
For Cc1ccc(-c2cnc(C(O)c3cc(Cl)cc(Cl)c3)[nH]2)cc1 (stereo unspecified) the results were M4 PAM -3 and GalR3 antagonist -5.
`COc1ccc(S(=O)(=O)N2CCC[C@@H]2C(=O)N2CCC[C@H]2C(=O)NCc2ccncc2)cc1C` gave M4 PAM 13 and GalR3 antagonist -5.
For Cc1cccc(CNC(=O)Nc2nnc([C@H]3C[C@H](O)[C@@H](CO)O3)s2)c1 the results were M4 PAM -2 and GalR3 antagonist -5.
For Cc1cc(Cl)ccc1C(O)c1ncc(-c2cccc(F)c2)[nH]1 (stereo unspecified) the results were M4 PAM 1 and GalR3 antagonist -3.
For COC(=O)c1ccc2nc(-c3ccccc3)c(Cc3ccccc3OC)n2c1 the results were M4 PAM -1 and GalR3 antagonist -4.
OC[C@H]1O[C@@H](c2nc3ccc(-c4nc(-c5ccc(Br)cc5)no4)cc3[nH]2)C[C@@H]1O was read as M4 PAM 12 and GalR3 antagonist -5.
Screening COc1ccc(N2C(=O)c3ccccc3NC(=O)C2C(=O)NCCc2ccccc2F)cc1 (stereo unspecified) returned M4 PAM 7 and GalR3 antagonist -1.
Screening O=C(Nc1cccnc1)C1Cc2c(-c3ccc4c(c3)OCO4)ccnc2O1 (stereo unspecified) returned M4 PAM -5 and GalR3 antagonist -9.
`CCNC(=O)N(C)c1c(CC)nc2ccc(C(=O)Nc3cccc(OCC(=O)N(C)C)c3)cn12` gave M4 PAM -1 and GalR3 antagonist 2.
`CC1(C(=O)O)CCN1C(=O)c1ccccc1F` (stereo unspecified) gave M4 PAM 2 and GalR3 antagonist -4.
`COc1cccc(C(C(=O)NCc2ccccc2)N2CCN(CCN3CCOCC3)CC2)c1OC` (stereo unspecified) gave M4 PAM 4 and GalR3 antagonist -3.
`CN1CCC(C)(C(=O)Nc2ccc3c(c2)OCCO3)C1` (stereo unspecified) gave M4 PAM -2 and GalR3 antagonist -7.
Screening Cc1cccnc1C(NC(=O)C1CCN(CCCc2ccccc2)CC1)c1ccc(F)cc1 (stereo unspecified) returned M4 PAM -5 and GalR3 antagonist -6.
`COc1ccc(C(N)c2csc(NC(=O)Nc3cccc(C(F)(F)F)c3)n2)cc1` (stereo unspecified) gave M4 PAM 1 and GalR3 antagonist -6.
Cc1ccc(F)c(S(=O)(=O)NC(=O)C2(C)CCN2C(=O)COc2ccc(Cl)cc2)c1 (stereo unspecified) was read as M4 PAM 12 and GalR3 antagonist -5.
For O=C(Nc1cccc(S(=O)(=O)N2CCCC2)c1)[C@H]1C[C@H](O)[C@@H](CO)O1 the results were M4 PAM -2 and GalR3 antagonist -6.
`O=C(c1ccco1)N1CCN(C2CN(Cc3ccccc3)S(=O)(=O)C2)CC1` (stereo unspecified) gave M4 PAM -6 and GalR3 antagonist -3.
Screening Cc1ccc(S(=O)(=O)N2C[C@@]3(O)Cn4c(=O)ccc(=O)n4C[C@@]3(OC(=O)NCc3ccccc3F)C2)cc1 returned M4 PAM 8 and GalR3 antagonist -1.
For O=C1NC(O)CCN1C1CC(O)C(CO)O1 (stereo unspecified) the results were M4 PAM 14 and GalR3 antagonist -7.
`CC1(C(=O)NS(=O)(=O)C2CC2)CCCN(C(=O)c2ccc3c(c2)OCO3)C1` (stereo unspecified) gave M4 PAM 5 and GalR3 antagonist -7.
Screening Cc1cccc(C)c1NC(=O)C1c2ccccc2OCC(=O)N1CCc1ccccc1 (stereo unspecified) returned M4 PAM 7 and GalR3 antagonist -4.
COC(=O)[C@]12CCCCC=C1N(CCC1=CCCCC1)C(=O)[C@H](CC(=O)N1CCC(c3ccccc3)CC1)C2 was read as M4 PAM -1 and GalR3 antagonist -5.
Screening COc1ccc(CCCNC(=O)C2(C)Cc3c(-c4cccc(C(N)=O)c4)ccnc3O2)cc1 (stereo unspecified) returned M4 PAM -15 and GalR3 antagonist -8.
`OC(c1ccc(F)cc1)c1nc(-c2cccc(F)c2)cs1` (stereo unspecified) gave M4 PAM 0 and GalR3 antagonist -8.
Screening Cc1ccc2nc(C(C)(C)C)c(Cc3ccccc3C(F)(F)F)n2c1 returned M4 PAM -10 and GalR3 antagonist -3.
CN(C)CC(=O)N[C@@H]1C=C[C@@H](CC(=O)NCCN2CCCCC2)O[C@@H]1CO was read as M4 PAM 12 and GalR3 antagonist -1.
`COc1cccc(-c2nc(Cl)nc3cc(Cl)ccc23)c1` gave M4 PAM -5 and GalR3 antagonist -3.
`CN1CCN(c2ccc(-c3cccc4nccn34)cn2)CC1` gave M4 PAM 2 and GalR3 antagonist 3.
Cc1noc(C)c1S(=O)(=O)NC(=O)C1(C)CCN1C(=O)Cc1ccc(-c2ccccc2)cc1 (stereo unspecified) was read as M4 PAM -3 and GalR3 antagonist 1.
`CC(CC(=O)Nc1ccc2c(c1)c(=O)n(C)n2Cc1cccc(C(F)(F)F)c1)C(F)(F)F` (stereo unspecified) gave M4 PAM -8 and GalR3 antagonist -6.
For CC(O)(c1cccnc1)c1nc(-c2cccc(F)c2)cs1 (stereo unspecified) the results were M4 PAM 1 and GalR3 antagonist -3.
O=C(NCc1ccccc1)C(c1cccc2ccccc12)n1c(=O)c(-c2cc3ccccc3[nH]2)nc2ccccc21 (stereo unspecified) was read as M4 PAM 3 and GalR3 antagonist -6.
For COc1ccc(S(=O)(=O)N2CCCCC2c2cc(C(=O)N3CCOCC3)no2)cc1 (stereo unspecified) the results were M4 PAM -5 and GalR3 antagonist -8.
CCCCN1C(=O)C(CC(=O)NCc2cccs2)CC(C(=O)N2CCCCCC2)=C1C (stereo unspecified) was read as M4 PAM 1 and GalR3 antagonist -6.

Gathered by group: the compounds so far containing a Cl atom.
`Cn1c(Nc2ccc(Cl)cc2F)nc2cc(-c3ccccc3)sc2c1=O` gave M4 PAM -3 and GalR3 antagonist -3.
For O=CNc1cc(-c2cccc(F)c2)cn2c(-c3ccc(F)c(Cl)c3)cnc12 the results were M4 PAM 2 and GalR3 antagonist 2.
Screening C=CCOc1ccc(Cl)cc1-c1noc(-c2csc([C@H]3C[C@H](O)[C@@H](CO)O3)n2)n1 returned M4 PAM -8 and GalR3 antagonist -4.
`CC[C@H](C)/C=C(C)/C=C/c1cc2c(cn1)C(=O)[C@@](C)(OC(C)=O)C(O)=C2Cl` gave M4 PAM 1 and GalR3 antagonist -5.
`O=C(Nc1ccc(F)c(Cl)c1)c1cc(C2CCCN(C(=O)c3cccs3)C2)on1` (stereo unspecified) gave M4 PAM -11 and GalR3 antagonist -7.
`CC1(C(=O)N2Cc3ccccc3C2)CCN1C(=O)C1(c2ccc(Cl)cc2)CC1` (stereo unspecified) gave M4 PAM -1 and GalR3 antagonist -1.
For CC1(Cc2cc(Cl)ccc2C(F)(F)F)C(=O)Nc2cc(C(F)(F)F)ccc21 (stereo unspecified) the results were M4 PAM 2 and GalR3 antagonist -5.
For Cc1ccc(-c2cnc(C(O)c3cc(Cl)cc(Cl)c3)[nH]2)cc1 (stereo unspecified) the results were M4 PAM -3 and GalR3 antagonist -5.
For Cc1cc(Cl)ccc1C(O)c1ncc(-c2cccc(F)c2)[nH]1 (stereo unspecified) the results were M4 PAM 1 and GalR3 antagonist -3.
Cc1ccc(F)c(S(=O)(=O)NC(=O)C2(C)CCN2C(=O)COc2ccc(Cl)cc2)c1 (stereo unspecified) was read as M4 PAM 12 and GalR3 antagonist -5.
`COc1cccc(-c2nc(Cl)nc3cc(Cl)ccc23)c1` gave M4 PAM -5 and GalR3 antagonist -3.
